TLR4-MyD88 BLA = inhibitors of TLR4-MyD88 association in cells, primary screen, cell-based, HeLa CL3-4, BLA complementation, FRET ratio | Toll-like receptor 4 (Homo sapiens) + Myeloid differentiation primary response protein … | 200,000 compounds, 0.18% hits | HeLa CL3-4 TLR4/MyD88 BLA complementation | inhibition, % at 8.4 µM; in the data active means inhibition above about 25%;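 further: 0% = vehicle and 100% = reference inhibitor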
Target sequence (O00206 whole entry, looked up): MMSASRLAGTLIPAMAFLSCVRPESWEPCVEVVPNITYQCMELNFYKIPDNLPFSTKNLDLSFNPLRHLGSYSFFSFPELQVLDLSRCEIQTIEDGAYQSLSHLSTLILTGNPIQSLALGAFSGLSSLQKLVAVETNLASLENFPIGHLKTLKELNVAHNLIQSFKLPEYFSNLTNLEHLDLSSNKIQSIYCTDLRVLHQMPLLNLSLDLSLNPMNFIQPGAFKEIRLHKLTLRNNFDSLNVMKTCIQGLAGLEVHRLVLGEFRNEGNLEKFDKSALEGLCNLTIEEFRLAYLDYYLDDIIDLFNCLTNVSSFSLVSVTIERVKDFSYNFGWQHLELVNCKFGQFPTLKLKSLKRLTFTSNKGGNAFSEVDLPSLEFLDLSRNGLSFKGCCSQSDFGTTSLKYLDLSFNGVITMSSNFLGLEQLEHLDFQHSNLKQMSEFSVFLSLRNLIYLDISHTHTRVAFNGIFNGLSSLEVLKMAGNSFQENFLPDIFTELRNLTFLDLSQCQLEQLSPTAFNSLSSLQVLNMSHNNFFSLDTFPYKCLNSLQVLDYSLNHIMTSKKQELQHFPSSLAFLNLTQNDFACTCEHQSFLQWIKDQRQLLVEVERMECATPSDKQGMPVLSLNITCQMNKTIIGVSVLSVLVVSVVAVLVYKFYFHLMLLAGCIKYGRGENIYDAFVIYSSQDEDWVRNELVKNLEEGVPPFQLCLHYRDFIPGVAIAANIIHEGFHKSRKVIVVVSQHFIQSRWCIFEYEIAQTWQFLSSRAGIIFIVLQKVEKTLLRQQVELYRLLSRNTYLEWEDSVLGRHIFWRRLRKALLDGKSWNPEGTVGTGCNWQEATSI
Target sequence (Q99836 whole entry, looked up): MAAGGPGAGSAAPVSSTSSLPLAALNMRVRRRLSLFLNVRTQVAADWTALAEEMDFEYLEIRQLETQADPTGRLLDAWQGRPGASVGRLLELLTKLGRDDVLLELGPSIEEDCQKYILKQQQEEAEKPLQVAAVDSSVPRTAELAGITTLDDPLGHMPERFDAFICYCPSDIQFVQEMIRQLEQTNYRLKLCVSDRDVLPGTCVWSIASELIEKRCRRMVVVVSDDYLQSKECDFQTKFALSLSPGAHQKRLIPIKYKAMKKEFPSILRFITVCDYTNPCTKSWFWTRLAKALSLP
Diaphorase inh = diaphorase inhibitors and chemical oxidizers, primary screen, counter-screen for diaphorase-coupled primary assays, biochemical, uHTS, resorufin fluorescence; diaphorase resazurin-to-resorufin fluorescence, NADH, 16 min; bacterial (C. kluyveri) enzyme, not human; inhibition, % at 20 µM; 190,000 compounds, 0.69% hits; AID 1217, 2008;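 active means primary screen inhibition at 20 µM above a set limit, cut at about 50% in these data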;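 further: plate controls were DMSO with full reaction for no effect and wells lacking NADH for full effect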
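material = Clostridium kluyveri diaphorase enzyme | amount = 0.14 U/mL diaphorase, enzyme working solution | schedule = incubation 16 min, room temperature | detection = fluorescence of resorufin formed from resazurin, Ex 544/Em 590 nm | benchmarks = positive control minus NADH, DMSO neutral control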
STAT1 activator = STAT1 signaling activators, primary screen, cell-based, HTS, luciferase reporter. NIH 3T3 STAT1-luciferase reporter, IFN-gamma, luminescence; 100% = IFN-gamma alone, no compound. activation (% of control), % at 5.5 µM. 200,000 compounds, 2.6% hits;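 active means activation above the screen-wide mean activation plus 3 SD, cut at about 130% in these data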;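 further: raw ratio to IFN-gamma control signal so 100% means no change and 0% no light; values of inactives mirror those of a sister screen read the other way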
G6PDH counter = L. mesenteroides G6PDH inhibitors, counter-screen for G6PDH-coupled screening assays, biochemical, Leuconostoc mesenteroides enzyme; glucose-6-phosphate dehydrogenase [Leuconostoc mesenteroides]; Purified L. mesenteroides G6PDH, diaphorase/resazurin coupled fluorescence, 45 min; inhibition, % at 5 µM; 200,000 compounds, 0.12% hits; AID 1020, 2008; in the data active means inhibition above about 50%
STAT3 activator = IL-6 driven STAT3 reporter potentiators, primary screen, U3A cells, luciferase, luminescence, MLSCN library. IL-6 STAT3-luciferase reporter; 100% = signal with IL-6 EC80 alone. activation (% of control), % at 5.6 µM. 190,000 compounds, 0.91% hits;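 active means activation above the screen-wide mean of compound activation plus 3 SD, cut at about 130% in these data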;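 further: 0% = background luminescence of wells with medium and substrate only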
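Material: STAT1-lacking human U3A cells, STAT3 luciferase reporter | Benchmarks: IL-6-only wells as 100% reference | Probe or stimulus: IL-6 (33 ng/mL) | Timing: Compound 1 h, then IL-6 6 h at 37 °C | Detection: Luminescence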
Diaph act CS = compounds boosting diaphorase resazurin reduction – biochemical, uHTS, resorufin fluorescence, counter-screen for diaphorase-coupled primary assays, primary screen. AID 1229, 2008. 190,000 compounds, 0.005% hits. activation factor at 20 µM. Diaphorase/resazurin coupled assay, 16 min; stronger effect = higher value; 1 = vehicle wells, 0 = NADH-free wells;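 active means diaphorase activity raised at least twofold by the compound at 20 µM; inactive means activation factor below 2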
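test system = bacterial diaphorase enzyme (C. kluyveri) | quantity = enzyme 0.07 U/mL final | reagent = NADH substrate 0.114 mM plus resazurin dye 0.1 mM, final | incubation = 16 min enzyme reaction, ambient temperature | buffer or medium = HEPES pH 7.4 buffer with MgCl2 and Tween 20 | signal = fluorescence of resorufin, 544 nm excitation, 590 nm emission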
APP transl inh = inhibitors of APP translation via 5'UTR reporter, primary screen, APP 5'UTR luciferase, SH-SY5Y cells; SH-SY5Y APP 5'UTR-luciferase reporter, luminescence; inhibition, % at 2 µM; 190,000 compounds, 0.82% hits; AID 1285, 2008;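 active means inhibition above a set limit, derived from the sample mean plus 3 SD, cut at about 45% in these data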; further: values of inactives mirror those of a sister screen read the other way
Hsp70 act = Hsp70 transcriptional activators, primary screen, cell-based, HeLa, Hsp70 promoter luciferase, luminescence, 10 µM | HeLa Hsp70 promoter luciferase reporter; scaled: vehicle 0, proteasome-inhibitor control 100% | 200,000 compounds, 0.04% hits | activation, % at 10 µM | AID 1203, 2008;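 active means activation above the mean across all tested compounds plus 3 SD, cutoff set per campaign, cut at about 5.5% in these data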;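 further: 100% = MG132 at 30 µM as the positive control and 0% = DMSO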
STAT1 blocker = STAT1 signaling inhibitors, primary screen, cell-based, HTS, luciferase reporter. AID 920, 2007. NIH 3T3 STAT1-luciferase reporter, IFN-gamma, luminescence. inhibition, % at 5.5 µM. 200,000 compounds, 0.35% hits;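 active means inhibition above a set limit, the mean inhibition across all tested compounds plus 3 SD, cut at about 34% in these data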;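 further: 0% = IFN-gamma with DMSO and 100% = IFN-gamma with 300 µM nifuroxazide; values of inactives mirror those of a sister screen read the other way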
STAT3 inh = IL-6 driven STAT3 reporter inhibitors, primary screen, U3A cells, luciferase, luminescence, MLSCN library | IL-6 STAT3-luciferase reporter; host cell line lacks STAT1 | 190,000 compounds, 0.89% hits | inhibition, % at 5.5 µM;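 active means inhibition above the mean inhibition across all screened compounds plus 3 SD, cut at about 44% in these data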;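 further: 0% = DMSO only wells and 100% = 100 µM nifuroxazide control wells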
Active calls of the source: *.

SMILES	TLR4-MyD88 BLA	Diaphorase inh	STAT1 activator	G6PDH counter	STAT3 activator	Diaph act CS	APP transl inh	Hsp70 act	STAT1 blocker	STAT3 inh
C/C(=N\S(=O)(=O)c1ccc(C)cc1)N1CCN(S(=O)(=O)c2ccccc2)C1	-11	4	100	14	96	1	-8	-0.3	0	8
Cc1cccc(C)c1NC(=O)C1(NC(=O)C2CCCN2C(=O)OC(C)(C)C)CCCCC1 (configuration not stated)	6	-2	105	-1	108	1	-10	0.0	-5	-4
CC1CCC2(CC1)NC(=O)c1ccccc1O2 (configuration not stated)	-12	6	97	1	92	0.9	5	-0.3	3	14
COc1ccc(NC(=S)/N=C(\N)Nc2nc(C)c3ccc(C)cc3n2)cc1	-8	-13	113	12	116	1.1	0	0.1	-13	-11
Cc1ccccc1N=Cc1cc2c(cc1O)OC(N)=C(C#N)C2c1ccccc1 (configuration not stated)	-3	30	94	-4	117	0.7	8	-0.5	6	-26
Cc1ccc(-c2nc3ccc(C(=O)O)cc3nc2-c2ccc(C)cc2)cc1	1	7	86	5	110	0.9	-17	-0.1	15	-6
COc1ccc([N+](=O)[O-])cc1NC(=O)c1ccc(N(Cc2ccccc2Cl)S(C)(=O)=O)cc1	-10	22	103	-14	98	0.8	12	0.2	-4	0
O=C(CSc1nc2ccccc2c(=O)n1CC1CCCCC1)N1CCOCC1	0	18	102	0	100	0.8	10	-0.2	-1	7
Cc1nn(C)cc1C(C(=O)NC1CCCCC1)N(C(=O)c1cnccn1)c1ccc(Oc2ccccc2)cc1 (configuration not stated)	12	8	103	-3	100	0.9	5	0.2	-3	-1
Cc1ccc(C(C(=O)NC2CCCCC2)N(C(=O)c2csnn2)C2CCCC2)o1 (configuration not stated)	-11	8	100	3	106	0.9	-8	-0.2	0	-2
Cc1ccc(NC(=O)COC(=O)c2ccccc2Nc2ccccc2)cc1	5	5	105	6	104	1	5	-0.3	-5	-7
N/C(=N\OC(=O)N1CCOCC1)c1ccc(Br)cc1	-5	6	116	9	96	0.9	-34	-0.3	-20	9
O=C(Nc1ccc2c(c1)OCCO2)C1CCCN1S(=O)(=O)c1ccc(Cl)cc1 (configuration not stated)	-3	0	95	7	101	1	6	0.3	6	5
COCCCNCCCOc1ccc(Cl)cc1C(C)(C)C	-6	2	99	6	95	1	-12	-0.5	1	4
N#CC(C(=O)OC1CCCCC1)c1nc2ccccc2nc1N1CCCCC1 (configuration not stated)	-4	15	100	0	109	0.9	-10	-0.2	0	-7
CC(C)Cn1c(N)c(C(=O)COC(=O)c2cc(C(F)(F)F)nc3c(C(F)(F)F)cccc23)c(=O)n(C)c1=O	-8	13	95	15	103	0.9	3	-0.1	5	-6
CC(C(=O)O)n1nc2ccccc2n1 (configuration not stated)	-13	14	89	2	91	0.9	-1	-0.1	12	12
CCCc1nc2ccccc2[nH]1	1	15	106	4	108	0.9	-2	0.0	-7	-8
CC(C)CN(C(=O)CN1CCN(c2ccc(O)cc2)CC1)c1c(N)n(CC(C)C)c(=O)[nH]c1=O	-2	26	99	4	101	0.7	13	0.1	1	7
CCOC(=O)N1CCN(C(=O)c2cc3c(ccc4ccccc43)oc2=O)CC1	9	11	104	5	98	0.9	2	-0.1	-5	12
C=CCN1C(=O)S/C(=C/c2ccsc2)C1=O	0	11	104	14	119	0.9	-3	0.4	-5	-20
Cc1cc(NC(=O)CCC(=O)N(CCC(C)C)C(C(=O)NC2CCCC2)c2cccnc2)no1 (configuration not stated)	1	2	99	8	107	1	-6	-0.2	1	-2
N/C(=N\OC(=O)c1ccc(Cl)cc1)c1cccnc1	-13	2	127	2	87	1	-45	0.3	-38	16
COc1ccc(OC)c(NC(=O)Cn2cc(C(=O)c3ccco3)c3ccccc32)c1	9	21	95	4	98	0.8	-4	-0.4	6	2
COc1cc(OC)nc(NC(=O)CSc2nc3ccccc3o2)n1	-12	10	107	-23	93	0.9	11	-0.1	-7	12
Cc1cc(NC(=O)COC(=O)c2c(C)noc2C)ccc1Br	-5	0	103	0	97	1	4	0.4	-3	11
Cc1cccc(NC(=O)c2cc3ccccc3o2)c1	9	3	136*	-1	96	1	-178	0.1	-39	8
Cc1coc2c1c(C)cc1oc(=O)c(Cc3ccccc3)c(C)c12	5	-8	97	2	99	1.1	-2	-0.3	4	8
CCOCCCNC(=O)CS(=O)(=O)Cc1nc(-c2cccc(OC)c2)oc1C	22	10	94	1	99	0.9	6	-0.3	6	6
CCN(CC)S(=O)(=O)c1ccc(C)c(NC(=O)CSc2nc3ccc(C)cc3[nH]2)c1	2	23	105	14	102	0.8	22	-0.4	-6	2
O=c1c2cc(Cl)ccc2[nH]c(=S)n1Cc1ccccn1	1	10	108	0	101	0.9	-35	0.2	-10	1
COc1ccc(CCNC(=O)CSc2ccc(-c3ccco3)nn2)cc1OC	-5	10	98	7	100	0.9	10	-0.3	2	5
COc1cc(C2C(C#N)=C(N)Oc3cc(C)oc(=O)c32)ccc1OC(=O)N1CCOCC1 (configuration not stated)	-2	13	101	1	101	0.9	15	0.2	-3	3
O=C(Cn1nnc(-c2ccccc2-n2cnnn2)n1)NCc1ccccc1	-12	4	99	11	96	1	-7	1.1	2	15
COC(=O)c1ccccc1NC(=O)CSc1[nH]c(=O)cc(C)c1C#N	1	13	97	8	83	0.9	-18	-0.3	1	24
O=C(Nc1ccccc1SCC1CSc2nc3ccccc3c(=O)n21)c1ccccc1 (configuration not stated)	-1	8	100	11	111	0.9	-5	-0.1	0	-7

Copied from the listing, 13 compounds:
SMILES	TLR4-MyD88 BLA	Diaphorase inh	STAT1 activator	G6PDH counter	STAT3 activator	Diaph act CS	APP transl inh	Hsp70 act	STAT1 blocker	STAT3 inh
COc1ccc(OC)c(NC(=O)Cn2cc(C(=O)c3ccco3)c3ccccc32)c1	9	21	95	4	98	0.8	-4	-0.4	6	2
COc1cc(OC)nc(NC(=O)CSc2nc3ccccc3o2)n1	-12	10	107	-23	93	0.9	11	-0.1	-7	12
Cc1cc(NC(=O)COC(=O)c2c(C)noc2C)ccc1Br	-5	0	103	0	97	1	4	0.4	-3	11
Cc1cccc(NC(=O)c2cc3ccccc3o2)c1	9	3	136*	-1	96	1	-178	0.1	-39	8
Cc1coc2c1c(C)cc1oc(=O)c(Cc3ccccc3)c(C)c12	5	-8	97	2	99	1.1	-2	-0.3	4	8
CCOCCCNC(=O)CS(=O)(=O)Cc1nc(-c2cccc(OC)c2)oc1C	22	10	94	1	99	0.9	6	-0.3	6	6
CCN(CC)S(=O)(=O)c1ccc(C)c(NC(=O)CSc2nc3ccc(C)cc3[nH]2)c1	2	23	105	14	102	0.8	22	-0.4	-6	2
O=c1c2cc(Cl)ccc2[nH]c(=S)n1Cc1ccccn1	1	10	108	0	101	0.9	-35	0.2	-10	1
COc1ccc(CCNC(=O)CSc2ccc(-c3ccco3)nn2)cc1OC	-5	10	98	7	100	0.9	10	-0.3	2	5
COc1cc(C2C(C#N)=C(N)Oc3cc(C)oc(=O)c32)ccc1OC(=O)N1CCOCC1 (configuration not stated)	-2	13	101	1	101	0.9	15	0.2	-3	3
O=C(Cn1nnc(-c2ccccc2-n2cnnn2)n1)NCc1ccccc1	-12	4	99	11	96	1	-7	1.1	2	15
COC(=O)c1ccccc1NC(=O)CSc1[nH]c(=O)cc(C)c1C#N	1	13	97	8	83	0.9	-18	-0.3	1	24
O=C(Nc1ccccc1SCC1CSc2nc3ccccc3c(=O)n21)c1ccccc1 (configuration not stated)	-1	8	100	11	111	0.9	-5	-0.1	0	-7

Additional compounds
SMILES	TLR4-MyD88 BLA	Diaphorase inh	STAT1 activator	G6PDH counter	STAT3 activator	Diaph act CS	APP transl inh	Hsp70 act	STAT1 blocker	STAT3 inh
Cc1noc(C)c1CSCC(=O)N1CCN(c2ccc(F)cc2)CC1	15	12	75	-1	67	0.9	-13	-0.6	27	46*
O=C(c1cccc(F)c1)N1CCN(c2ccc([N+](=O)[O-])c(N3CCOCC3)c2)CC1	-13	12	96	2	97	0.9	17	-0.1	4	7
CCOC(=O)CN(C(=O)CSc1nnc2c(n1)[nH]c1c(C)cc(C)cc12)c1ccccc1	20	24	95	-1	97	0.8	-9	-0.1	5	0
C=CCOc1c(CNc2cccc(C(=O)O)c2)cccc1OCC	6	6	112	-2	101	0.9	-11	-0.1	-13	10
CC1CCN(C(=O)CSc2nncn2C)CC1	-1	5	98	10	97	0.9	20	-0.3	2	7
N#Cc1nc(-c2ccco2)oc1N1CCOCC1	9	8	102	2	113	0.9	5	-0.1	-2	-12
Cc1ccc(C(=O)Oc2ccc(C(=O)COC(=O)c3cnccn3)cc2)cc1	0	-8	105	0	108	1.1	1	-0.1	-5	-5
O=C(CSc1ccc(/C=N/NC(=O)c2cccc(F)c2)o1)Nc1ccccc1	-15	8	101	-36	91	0.9	-13	-0.1	-1	20
COc1ccc(Cl)cc1C(Nc1cccnc1)c1ccc2cccnc2c1O (configuration not stated)	5	7	91	8	100	0.9	-4	-0.3	9	5
CC(=O)N1CCN(S(=O)(=O)c2c(F)cc(F)c(Cl)c2F)CC1	9	6	84	14	108	0.9	8	-0.2	15	-5
NC(=O)CCS(=O)(=O)c1ccccc1	-3	5	105	8	109	1	-4	0.4	-6	-7
Cc1ccc(NC(=S)C2=C(O)c3sccc3N(C)S2(=O)=O)cc1	4	26	101	15	96	0.7	8	-0.4	-1	12
Oc1c(C(c2cccc(F)c2)N2CCN(Cc3ccccc3)CC2)sc2ncnn12 (configuration not stated)	2	4	96	14	100	1	-22	-0.2	6	0

Source: PubChem BioAssay (several laboratories)
